# Runt-SMMHC FRET: inhibitors of human RUNX1 Runt domain binding to CBFb-SMMHC; Q01196+Q13951; Cerulean-Runt/Venus-CBFb-SMMHC FRET ratio 530/480, 1 h; inhibition, % at 20 µM; hit rate 0.74% among 220,000; AID 1434;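 active = mean inhibition across duplicate retests at 20 µM reaching about 50%, limit read from the data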;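 note: 0% = DMSO wells and 100% = wells with excess untagged CBFb-SMMHC; inhibitors lower the FRET ratio by blocking Runt binding to CBFb-SMMHC; some results filed as inactive read as strong as hits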
# Target sequence (Q01196 whole entry, looked up, the tested form may be a part): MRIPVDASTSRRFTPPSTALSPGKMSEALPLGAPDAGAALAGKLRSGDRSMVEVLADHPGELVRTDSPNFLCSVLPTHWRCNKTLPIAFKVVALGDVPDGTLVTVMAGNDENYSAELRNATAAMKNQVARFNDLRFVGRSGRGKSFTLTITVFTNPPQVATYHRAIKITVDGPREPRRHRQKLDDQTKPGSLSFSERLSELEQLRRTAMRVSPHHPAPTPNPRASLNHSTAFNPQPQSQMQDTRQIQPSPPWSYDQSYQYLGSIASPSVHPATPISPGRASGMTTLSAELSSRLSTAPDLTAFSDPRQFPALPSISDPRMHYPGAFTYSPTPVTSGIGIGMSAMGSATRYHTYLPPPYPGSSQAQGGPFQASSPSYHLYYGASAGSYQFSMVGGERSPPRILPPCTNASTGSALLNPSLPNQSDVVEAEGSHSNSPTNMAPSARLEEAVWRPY
# Target sequence (Q13951 whole entry, looked up, the tested form may be a part): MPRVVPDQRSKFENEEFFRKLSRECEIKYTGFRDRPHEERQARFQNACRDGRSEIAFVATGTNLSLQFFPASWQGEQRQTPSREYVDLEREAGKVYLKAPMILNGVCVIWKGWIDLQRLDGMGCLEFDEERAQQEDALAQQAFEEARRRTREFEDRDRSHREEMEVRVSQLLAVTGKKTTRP
# TbHK1 inh: T. brucei hexokinase 1 inhibition | AID 1430 | recombinant TbHK1, G6PDH-coupled NADH A340 | inhibition, % at 10 µM | hit rate 0.11% among 220,000;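 active = inhibition of 50% or more in the single-dose primary screen; inactive = inhibition below 50%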
# 14-3-3 Bad PPI: disrupts binding of bovine 14-3-3 zeta to phospho-Bad peptide. P63103. TR-FRET 14-3-3zeta/Dy647-pBad peptide displacement, 1 h. inhibition, % at 21.7 µM. hit rate 0.71% among 220,000;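 active = inhibition above about 70%, limit read from the data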;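 note: 0% = full 14-3-3 plus peptide FRET controls and 100% = background without 14-3-3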
# zVAD death inh: blocks zVAD induced death of L929 cells. L929 zVAD necroptosis rescue, ATP luminescence, 24 h; with zVAD 60 µM. viability rescue, % at 10 µM. hit rate 0.38% among 220,000. AID 1377;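 active = activation, scaled between plate controls, above about 75%, limit read from the data; inactive = activation under that limit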;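 note: 0% = zVAD with DMSO and 100% = DMSO alone without zVAD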
# EBV gp42 inh: EBV gp42 inhibition | hit rate 0.42% among 220,000 | AID 1085 | Fluorescence polarization binding assay, mP read-out | Q1HVG2 | inhibition, % (tested at 21.74 µM); in the data active = inhibition above about 50%
# MDM2 E3 inh: inhibitors of human Mdm2 E3 ubiquitin ligase. Q00987. cell-based MDM2 ubiquitination luciferase reporter, 2 h; 0 = plate control, 100 = twice control, blank-subtracted. signal enhancement, % at 5 µM. hit rate 0.11% among 210,000. AID 1230;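 active = signal enhancement of 30% or more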;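 note: luminescence tracks abundance of the self-degrading MDM2-luciferase fusion protein; higher signal means inhibition of MDM2 E3 ligase activity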
#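 test system = mammalian cells stably expressing self-ubiquitinating, self-degrading MDM2 E3–luciferase fusion | quantity = 2000 cells/well | incubation = cell settling 4 h, compound treatment 2 h, both 37 °C | signal = luminescence with SteadyLite reagent, 15 min at room temperature | evaluation = % enhancement relative to plate controls after blank subtraction | benchmarks = plate controls and plate blanks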
# Runt-CBFb FRET: blocks binding of human RUNX1 Runt domain to CBFb | hit rate 0.46% among 220,000 | inhibition, % at 20 µM | AID 1496 | Cerulean-Runt/Venus-CBFb FRET ratio 530/480, 1 h;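 active = inhibition over about 50% at 20 µM in the single-dose screen, limit read from the data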;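 note: 0% = DMSO wells and 100% = excess unlabeled CBFb competitor control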
#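 Assay system: Cerulean-Runt domain / Medium: Tris 50 mM pH 7.5, KCl, K2SO4, 0.01% BSA / Timing: protein complex preformed 1 h, compound exposure 1 h, room temperature, dark / Measured by: FRET, excitation 422 nm, emission at 530 and 480 nm / Evaluation: loss of energy transfer signal / Control set: 5 µM unlabeled CBFb as full-inhibition high control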
# p47phox inh: p47phox (human) inhibition; hit rate 0.53% among 220,000; p47phox/p22phox peptide binding, fluorescence polarization, 2 h; inhibition, % at 24.7 µM; P14598;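 active = inhibition above about 30%, limit read from the data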;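 note: 0% = p47phox with labelled peptide and 100% = labelled peptide alone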
# Target sequence (P14598 whole entry, looked up): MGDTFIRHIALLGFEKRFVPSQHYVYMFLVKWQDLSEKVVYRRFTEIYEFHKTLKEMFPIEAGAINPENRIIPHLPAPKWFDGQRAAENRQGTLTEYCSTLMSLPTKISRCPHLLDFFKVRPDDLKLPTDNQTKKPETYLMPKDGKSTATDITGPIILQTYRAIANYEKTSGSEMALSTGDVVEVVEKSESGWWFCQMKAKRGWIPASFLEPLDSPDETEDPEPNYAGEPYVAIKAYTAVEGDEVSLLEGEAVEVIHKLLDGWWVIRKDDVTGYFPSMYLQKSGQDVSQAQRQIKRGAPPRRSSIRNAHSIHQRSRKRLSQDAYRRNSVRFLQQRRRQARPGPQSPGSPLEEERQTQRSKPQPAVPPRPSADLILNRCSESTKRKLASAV
# Hck Nef HTS: inhibitors of human Hck kinase activated by Nef | P08631 | Recombinant Hck-YEEI plus Nef, Z-Lyte FRET kinase assay | inhibition, % at 20 µM | AID 463187 | hit rate 0.68% among 220,000;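 active = Hck-Nef kinase inhibition above about 50%, limit read from the data; inactive = inhibition below that limit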;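 note: 0% = DMSO with Hck plus Nef and 100% = Hck alone without Nef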
# * marks the source's active call; other numbers are inactive results; · = no result given; [ ] = another dose, or the depositor's remark.
Molecule,Runt-SMMHC FRET,TbHK1 inh,14-3-3 Bad PPI,zVAD death inh,EBV gp42 inh,MDM2 E3 inh,Runt-CBFb FRET,p47phox inh,Hck Nef HTS
Cc1ccc(C2=C/C(=C\c3cccnc3)C(=O)O2)cc1,26,2,3[fluorescence artefact?],0.9,-40,-13,6,-15,3
CC(C)[C@H]1CC[C@@H](C)C(C(=O)c2ccccc2)C1=O (some centres not stated),-4,-2,-2[fluorescence artefact?],2.4,-24,-14,-1,-6,2
CCc1ccccc1NC(=S)NCc1ccc2c(c1)OCO2,3,0,0,-0.1,-11,-37,-2,2,1
CCCCNC(=S)N(C)/N=C/c1c(F)cccc1F,-3,29,5[fluorescence artefact?],0.0,-18,0,-3,-9,-2
NC(CSC12CC3CC(CC(C3)C1)C2)C(=O)O (configuration not stated),0,-8,-10,1.7,-2,-8,1,10,0
CCOC(=O)C1CCCN(C(=O)c2cn(CC(C)C)c(=O)c3cc(OC)c(OC)cc23)C1 (configuration not stated),-5,-14,13,-0.1,-9,5,-4,-11,0
CCn1cc(C2=NC(C)CO2)c2ccccc21 (configuration not stated),-1,-3,·,-0.2,-17,-9,0,1,1
CCN1c2ccccc2-c2nc3ccccc3n2C1c1ccncc1 (configuration not stated),3,-13,3,-0.2,16,-8,0,-4,21
CC1(C)CC(C)(c2ccc(O)cc2O)N(c2cccc(Cl)c2)C(=S)N1 (configuration not stated),1,-2,-6[fluorescence artefact?],-1.1,8,·,-2,-17,5
COC(=O)c1ccc(CS(=O)(=O)c2ccc(C)cc2)cc1,2,-3,-15[fluorescence artefact?],0.5,-9,-12,1,-12,3
O=C(NCC1CCCO1)C1CCC(N2C(=O)c3ccccc3C2=O)CC1 (configuration not stated),0,-4,1[fluorescence artefact?],0.1,-12,7,-3,-12,2
CCn1ccnc1[C@@H]1C[C@H]2CN(c3ccccc3OC)C(=O)[C@]23CCCN13,0,-11,-2,1.2,-7,22,0,1,-5
CCC(=O)Nc1ccc(Cl)c(NC(=S)NC(C)=O)c1,-2,-6,-5,4.0,-10,7,2,2,16
CC(=O)c1cccc(N=c2scc(-c3ccc(S(=O)(=O)N4CCOCC4)cc3)n2CCO)c1,-5,-16,23,-0.1,-13,-7,0,-8,11
CCOC(=O)c1ccc(NC(=O)Nc2ccc(OC)c(OC)c2)cc1,0,5,-1,21,-16,14,-1,-21,3
Nc1ncnc(SCc2c(F)cccc2Cl)n1,-2,-3,-12,-1.3,-10,-11,2,-9,14
CCN(CC)C(=O)N1CCN(C(=O)N(CC)CC)CC1,-2,1,-1,-1.4,-21,-17,0,-2,16
CCC(=O)Nc1ccc2oc(-c3cccc(C)c3)nc2c1,1,-2,0[fluorescence artefact?],1.3,-11,-58,-3,-14,1
Cc1onc(-c2c(Cl)cccc2Cl)c1COC(=O)c1ccc(Cl)cc1[N+](=O)[O-],-2,6,-14,0.4,-5,-13,-1,-2,5
O=S(=O)(/N=C(/Sc1ccccc1)c1ccccc1)c1ccccc1,12,-7,11,0.8,-4,0,15,-14,-2

# Remaining list, next part.
Molecule,Runt-SMMHC FRET,TbHK1 inh,14-3-3 Bad PPI,zVAD death inh,EBV gp42 inh,MDM2 E3 inh,Runt-CBFb FRET,p47phox inh,Hck Nef HTS
Cn1c(=O)c2c(nc(N3CCNCC3)n2Cc2ccccc2Cl)n(C)c1=O,-5,3,-10,-1.8,-14,8,-1,4,18
Cc1cc(C(=O)O)ccc1-n1c(C)cc(C=C2C(=O)c3ccccc3C2=O)c1C,10,-11,3,20,5,-8,14,-18,12
O=C(NCCCn1ccnc1)c1ccc(N2CCCCC2)c([N+](=O)[O-])c1,-1,-8,0,0.2,4,2,-5,-4,1
Cc1nnc(NC(=O)Cn2c(=O)sc3ccccc32)s1,-5,-1,2,0.3,-14,-6,2,-5,0
O=C(N/N=C/c1ccccn1)c1[nH]c2ccc([N+](=O)[O-])cc2c1-c1ccccc1,-10,-10,-13,1.5,4,-9,-1,-22,-8
Cn1c(SCC(N)=O)nnc1C1CCN(S(=O)(=O)c2ccccc2C(F)(F)F)CC1,2,5,7,0.6,-13,-15,0,2,8
Cc1nnc(N2C(=O)c3oc4ccccc4c(=O)c3C2c2ccco2)s1 (configuration not stated),2,2,5,4.0,8,-6,0,-19,-6
O=C(C1CC1)N1CCN=C1SCc1ccc(F)cc1,2,-9,3,1.5,-2,-7,-1,-12,2
Cc1ccccc1C(=O)NNC(=O)C1CCCN(c2ncccn2)C1 (configuration not stated),3,3,-4,0.1,-1,-20,-1,-51,1
CC(C)CCNC(=O)C(c1ccco1)N(Cc1ccccc1)C(=O)c1snc(C(N)=O)c1N (configuration not stated),6,-2,-10,-0.3,14,-38,-4,-3,4
Cc1c(C=O)c2ccccc2n1CC(=O)N1CCc2ccccc2C1,1,2,-14[fluorescence artefact?],-0.2,0,1,-1,3,-1
CCOC(=O)c1sc(NC(=O)CSc2nnc(C)s2)c(C(=O)OCC)c1C,0,34,-3,-0.2,-12,-20,-11,-42,2
CCOC(=O)N1CCC(NC(=O)CCc2nc(-c3ccccc3F)no2)CC1,4,1,0,0.1,-3,-3,-1,0,-23
O=C1/C(=C\c2ccccc2Cl)SC(=S)N1CCC(=O)N1CCCc2ccccc21,-1,18,16,-1.0,-22,-17,0,-21,0
Cc1ccc2c(Cl)cc(Cl)c(OCC(=O)N(C(C)C)C(C)C)c2n1,2,-2,-14,0.8,-31,-15,-4,-8,26
Cc1cccc(OCCNc2cc(N3CCN(C)CC3)ccc2[N+](=O)[O-])c1,-10,-3,-5,1.1,-10,-17,-8,-22,5
CCOc1cc(N2CCOCC2)c(OCC)cc1NC(=O)COC(=O)c1cccc2ccccc12,-8,-7,-8[fluorescence artefact?],4.6,-4,-9,-6,2,4
CCS(=O)(=O)N1CCC(N2CCC(C)CC2)CC1,3,-3,20,0.1,-2,-13,3,5,3
COc1ccc(CCNC(=O)c2c(-c3ccccc3Cl)noc2C)cc1,0,1,-2,0.6,-20,-6,0,15,2
c1ccc(CSc2nnc3ccc(-c4ccco4)nn23)nc1,2,-11,-10,2.6,14,-8,0,-3,24

# Following part
Molecule,Runt-SMMHC FRET,TbHK1 inh,14-3-3 Bad PPI,zVAD death inh,EBV gp42 inh,MDM2 E3 inh,Runt-CBFb FRET,p47phox inh,Hck Nef HTS
NC(=O)c1ccccc1NC(=O)/C=C/c1c(Cl)cccc1Cl,-3,-5,8,0.0,-8,-5,·,-23,1
CCCN1CCN(C(=O)Cn2cccc2C(=O)c2ccccc2)CC1,-2,-9,6,-0.3,-11,-3,-2,-8,0
COC(=O)C(Cc1ccc(O)cc1)NC(=O)c1ccccc1OC (configuration not stated),0,2,37,0.9,-29,-19,3,9,0
COc1ccc(OCC(=O)Nc2cccc3ncccc23)cc1,2,-9,-2,0.9,-2,-8,0,-3,-1
O=[N+]1C2=C(CCCC2)N([O-])C12CCCC2,-5,29,-5,1.3,-7,-13,-1,-43,2
CCC(Sc1nnnn1C)C(=O)Nc1ccc(C(C)=O)cc1 (configuration not stated),3,4,9[fluorescence artefact?],0.6,-26,-7,-6,4,2
Cc1cccc(C)c1NC(=O)C(c1ccc([N+](=O)[O-])cc1)N(C)C(=O)c1ccccn1 (configuration not stated),-4,6,5,·,-3,-12,-3,-7,0
Cc1cc(C)c2nc(N3CCC(C(=O)NCCCN4CCCCC4)CC3)sc2c1,0,8,-9,3.7,-17,10,0,0,8
C/C=C/c1ccc(OCCCCn2cncn2)c(OC)c1,-6,-1,75*,-0.4,-17,-6,-1,3,0
CC1=C(C)CC2(SC1)C(=O)N(c1ccccc1)N=C2N (configuration not stated),1,9,12,4.8,-11,-19,-1,0,16
Cc1ccc(-c2cn3cccnc3n2)cc1NC(=O)c1c(-c2ccccc2Cl)noc1C,2,3,2,0.1,-13,-5,-1,-8,5
Cc1ccc(CS(=O)(=O)CCC(=O)O)cc1,-3,-5,-11,-2.2,-11,10,0,5,20
NC(=S)N/N=C/c1ccc(C(F)(F)F)cc1,5,6,12,0.3,6,-49,-1,3,4
CCOC(=O)C1CCN(CC(O)COc2ccc(C(C)(C)C)cc2)CC1 (configuration not stated),3,-1,2,-0.3,-25,0,-4,-24,0
CC(C)C(=O)N1CCN(c2cc(N3CCN(C)CC3)c(F)cc2[N+](=O)[O-])CC1,-2,-3,50,4.2,1,0,·,1,-19
CCCCOC(=O)C1C2C=C[C@]3(CN(CCCOC)C(=O)[C@H]13)O2 (some centres not stated),-2,-8,0,-0.4,-22,-24,0,-3,0
O=S(=O)(c1ccc(Oc2ccc(Br)cc2)cc1)N1CCOCC1,-2,-4,8,-1.2,-1,10,-1,-8,3
Cc1ccc(C(=O)NCC(=O)N/N=C/c2cccs2)cc1[N+](=O)[O-],0,-3,-1,2.7,0,-15,0,-2,-2
Cc1ccc(NCc2ccccc2O)cc1,-6,0,·,2.1,14,-7,-2,8,0

# Record cards, as listed above.
# `O=[N+]1C2=C(CCCC2)N([O-])C12CCCC2` as listed: Runt-SMMHC FRET = -5; TbHK1 inh = 29; 14-3-3 Bad PPI = -5; zVAD death inh = 1.3; EBV gp42 inh = -7; MDM2 E3 inh = -13; Runt-CBFb FRET = -1; p47phox inh = -43; Hck Nef HTS = 2
# `Cc1cc(C)c2nc(N3CCC(C(=O)NCCCN4CCCCC4)CC3)sc2c1` as listed: Runt-SMMHC FRET = 0; TbHK1 inh = 8; 14-3-3 Bad PPI = -9; zVAD death inh = 3.7; EBV gp42 inh = -17; MDM2 E3 inh = 10; Runt-CBFb FRET = 0; p47phox inh = 0; Hck Nef HTS = 8

# Among those listed so far, these have fluorine.
Molecule,Runt-SMMHC FRET,TbHK1 inh,14-3-3 Bad PPI,zVAD death inh,EBV gp42 inh,MDM2 E3 inh,Runt-CBFb FRET,p47phox inh,Hck Nef HTS
CCCCNC(=S)N(C)/N=C/c1c(F)cccc1F,-3,29,5[fluorescence artefact?],0.0,-18,0,-3,-9,-2
Nc1ncnc(SCc2c(F)cccc2Cl)n1,-2,-3,-12,-1.3,-10,-11,2,-9,14
Cn1c(SCC(N)=O)nnc1C1CCN(S(=O)(=O)c2ccccc2C(F)(F)F)CC1,2,5,7,0.6,-13,-15,0,2,8
O=C(C1CC1)N1CCN=C1SCc1ccc(F)cc1,2,-9,3,1.5,-2,-7,-1,-12,2
CCOC(=O)N1CCC(NC(=O)CCc2nc(-c3ccccc3F)no2)CC1,4,1,0,0.1,-3,-3,-1,0,-23
NC(=S)N/N=C/c1ccc(C(F)(F)F)cc1,5,6,12,0.3,6,-49,-1,3,4
CC(C)C(=O)N1CCN(c2cc(N3CCN(C)CC3)c(F)cc2[N+](=O)[O-])CC1,-2,-3,50,4.2,1,0,·,1,-19

# Screening results deposited in PubChem BioAssay by several laboratories.
